Source: PubChem BioAssay (Sanford-Burnham Center for Chemical Genomics)
tim10-1 inh = growth inhibitors of tim10-1 mutant yeast; S. cerevisiae tim10-1 ts strain growth, BacTiter-Glo, 24 h; inhibition, % at 20 µM; 2.2% of 330,000 active;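 active = inhibition of at least 40%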;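 also: mutant grown at 25 °C; 0% = DMSO wells with yeast and 100% = wells holding no yeast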
NLRP3 yeast inh = blocks the NALP3 inflammasome reconstituted in yeast | inhibition, % at 10 µM | AID 2825 | 0.39% of 330,000 active | Yeast reconstituted NLRP3/ASC/caspase-1, beta-gal luminescence, 24 h;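 active = inhibition of 50% or more; inactive = inhibition below 50%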;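 also: plate controls were induced DMSO wells for no effect and uninduced yeast grown without galactose for full effect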
NR3A LBD binder = modulators (binders) of human NR3A ligand-binding domain; NR3A LBD differential scanning fluorimetry, Tm shift; 0% = protein alone, 100% = glycine-bound protein; Tm shift relative to glycine control, % at 25 µM; 2.5% of 340,000 active; AID 1259313;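 active = melting temperature shift of at least 10% of the positive control shift, at one fixed dose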
UPR XBP1 act = adaptive UPR (XBP1) activation; CHO-XBP1 luciferase reporter, IRE1-XBP1 UPR activation, luminescence; percent of tunicamycin response, DMSO as zero; activation, % at 20 µM; 0.33% of 330,000 active;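 active = versus positive control, 20 µM dose yields 30% or more activation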;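 also: 100% = tunicamycin at 10 µg/mL and 0% = DMSO only wells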
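Material: CHO cell line with stable XBP1 luciferase reporter; schedule: 16-18 h cell attachment at 37 °C, then 6 h compound exposure; signal: glow luminescence from Steady-Glo reagent; medium: serum-containing F12 medium, 10% FBS; benchmarks: tunicamycin 10 µg/mL and vehicle-only wells; read-out: percent activation relative to tunicamycin reference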
tim23-1 inh = tim23-1 yeast growth inhibition; S. cerevisiae tim23-1 growth, BacTiter-Glo luminescence, 24 h; inhibition, % at 20 µM; 1.3% of 330,000 active; AID 463212;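 active = growth inhibition of the mutant yeast at or above 50%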;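 also: temperature-sensitive mutant grown at 25 °C; plate controls were DMSO-treated mutant yeast for no effect and medium wells lacking yeast for full effect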
TIM10 inh = growth inhibitors of TIM10 yeast strain; inhibition, % at 10 µM; S. cerevisiae TIM10 strain growth, BacTiter-Glo luminescence, 24 h; 1.4% of 330,000 active;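 active = inhibition of 40% or more at the single tested concentration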;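 also: wild-type TIM10 isogenic control strain grown at permissive 25 °C; 0% = DMSO yeast wells and 100% = minimal medium wells without yeast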
APJ ag = activates the human apelin receptor APJ. P35414. CHO-K1 APJ PathHunter beta-arrestin, luminescence; 0% DMSO wells, 100% apelin. activation, % at 20 µM. 0.11% of 330,000 active;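 active = activation more than six SD over the plate average, tested at 20 µM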;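 also: 0% = DMSO alone and 100% = apelin-13 at 10 nM; some results filed as inactive read as strong as hits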
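Incubation: overnight seeding, 90 min compound at 25 °C, 1 h detection; test system: PathHunter CHO-K1 APJ (AGTRL-1) beta-arrestin reporter cells; amount: 1000 cells/well; doses: one dose, 20 µM compound, 1% DMSO; measured by: beta-gal luminescence; measure: agonist-driven arrestin binding to APJ; benchmarks: negative DMSO alone, positive Apelin-13 at 10 nM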
Mdm2 MdmX PPI = inhibitors of human Mdm2/MdmX interaction | O15151+Q00987 | SaOS-2 split-luciferase Mdm2/MdmX complementation, luminescence | inhibition, % at 8 µM | 3% of 330,000 active;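 active = inhibition of at least 50% at 8 µM in the primary screen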
Target sequence (O15151 whole entry, looked up): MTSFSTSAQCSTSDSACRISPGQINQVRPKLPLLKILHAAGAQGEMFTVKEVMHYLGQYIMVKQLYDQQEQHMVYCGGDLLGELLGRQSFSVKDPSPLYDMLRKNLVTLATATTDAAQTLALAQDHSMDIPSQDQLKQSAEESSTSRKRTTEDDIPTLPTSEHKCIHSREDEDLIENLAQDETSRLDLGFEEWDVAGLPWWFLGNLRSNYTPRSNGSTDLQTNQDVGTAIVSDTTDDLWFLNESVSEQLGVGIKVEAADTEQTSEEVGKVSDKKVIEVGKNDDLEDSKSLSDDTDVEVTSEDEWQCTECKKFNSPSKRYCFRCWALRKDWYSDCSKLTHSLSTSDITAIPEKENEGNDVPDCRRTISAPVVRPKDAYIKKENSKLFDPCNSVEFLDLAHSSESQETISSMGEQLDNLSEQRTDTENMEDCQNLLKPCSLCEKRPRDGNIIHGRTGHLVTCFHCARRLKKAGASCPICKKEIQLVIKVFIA
Target sequence (Q00987 whole entry, looked up): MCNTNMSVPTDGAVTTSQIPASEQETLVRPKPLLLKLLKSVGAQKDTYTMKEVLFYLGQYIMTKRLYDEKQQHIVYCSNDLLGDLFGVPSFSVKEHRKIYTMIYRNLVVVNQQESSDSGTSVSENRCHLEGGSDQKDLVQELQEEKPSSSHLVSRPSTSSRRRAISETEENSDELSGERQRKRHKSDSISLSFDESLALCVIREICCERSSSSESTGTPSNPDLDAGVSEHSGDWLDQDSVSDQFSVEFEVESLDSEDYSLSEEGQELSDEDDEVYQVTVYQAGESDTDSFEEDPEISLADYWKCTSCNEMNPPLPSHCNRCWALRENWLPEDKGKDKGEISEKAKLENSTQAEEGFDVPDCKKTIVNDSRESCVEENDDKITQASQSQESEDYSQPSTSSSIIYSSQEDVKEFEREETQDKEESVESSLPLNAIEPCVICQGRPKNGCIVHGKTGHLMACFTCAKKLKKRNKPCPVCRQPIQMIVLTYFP
CHOP UPR activ = apoptotic UPR (CHOP) activation. CHO-CHOP luciferase reporter, luminescence; percent of tunicamycin response over DMSO baseline. activation, % at 10 µM. 0.34% of 330,000 active;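 active = at 10 µM dose, activation of 40% or more, normalized to positive control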;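 also: 100% = tunicamycin at 10 µg/mL and 0% = DMSO alone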
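System: CHO-CHOP luciferase reporter cell line | Buffer or medium: F12 medium containing 10% fetal bovine serum | Doses: One dose, 10 µM in 0.5% DMSO | Times: 6 h compound exposure at 37 °C after overnight seeding | Signal: Luciferase luminescence | Read-out: % activation vs tunicamycin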
The depositor's hits bear a star; . = no result given.

Each structure is followed by: tim10-1 inh	NLRP3 yeast inh	NR3A LBD binder	UPR XBP1 act	tim23-1 inh	TIM10 inh	APJ ag	Mdm2 MdmX PPI	CHOP UPR activ
> C=CCn1c(Cc2cccs2)nnc1SCC(=O)Nc1ccc(C(=O)OCC)cc1
  22.2	21.9	-1.3	-1.0	26.1	7.5	-2.7	15.3	-1.3
> O=C(NCc1ccccc1Cl)C1CCCN1C(=O)Nc1ccccc1 (stereo not given)
  -2.8	8.0	-1.4	-1.9	-7.7	-4.4	-1.0	-16.5	-2.2
> O=C(NCc1ccc2c(c1)OCO2)c1cc(-c2ccccc2)nn1CC1CC(c2cccnc2)=NO1 (stereo not given)
  -6.0	9.6	-0.1	-3.2	-6.1	-2.9	-3.9	8.7	0.9
> CCN(CC)CCCNC(=S)N(CCCO)Cc1cc2cc3c(cc2[nH]c1=O)OCO3
  -7.4	19.5	2.5	-2.2	-1.4	-1.6	-2.0	7.9	-1.4
> Cc1cc2ncn(-c3ncnc4scc(-c5ccccc5)c34)c2cc1C
  49.6*	4.5	0.3	-2.7	40.2	41.4*	-3.3	12.4	-1.8
> CN1CCN(c2ccc(S(=O)(=O)N3CCOCC3)cc2NC(=O)CC(C)(C)C)CC1
  -10.1	8.1	0.1	-1.1	-3.1	5.4	0.0	-5.1	-0.4
> C=CCOc1c(Br)cc(CNn2c(C)n[nH]c2=S)cc1OC
  14.5	13.9	2.5	-7.1	12.9	2.3	-0.8	12.1	-3.0
> COc1cccc(C(C(=O)NC2CCCC2)N(CCC(C)C)C(=O)CCC(=O)Nc2cc(C)on2)c1 (stereo not given)
  0.9	8.7	-0.3	-4.3	8.0	18.4	-2.4	16.8	0.9
> COc1ccccc1NC(c1cccnc1)c1ccc2cccnc2c1O (stereo not given)
  22.3	6.8	-9.2	5.0	32.1	-11.9	1.4	13.3	5.2
> COc1ccc(N2CCN(C(=O)CCNC(=O)c3ccccc3)CC2)cc1
  4.4	27.3	-0.9	-0.5	9.4	-6.0	-0.7	0.2	1.4
> CN1/C(=C\C=Nc2ccc3ccccc3c2)C(C)(C)c2ccccc21
  14.3	15.2	.	1.1	9.0	-19.0	-5.3	9.1	-2.2
> C=CCC(NC(=O)Cc1ccccc1)C(=O)NCCC (stereo not given)
  7.4	3.8	1.1	-0.3	14.2	-1.1	-2.3	33.2	1.4
> CCC(C)Sc1ccc([C@H]2N[C@@](Cc3ccccc3)(C(=O)OC)[C@H]3C(=O)N(CC)C(=O)[C@@H]23)cc1OC (stereo not given in full)
  11.1	0.4	-0.1	-2.2	4.6	13.5	7.2	8.5	-1.1
> COc1ccc2c(c1)c(CC(=O)Nc1cccc(S(N)(=O)=O)c1)c(C)n2C(=O)c1ccc(Cl)cc1
  -10.4	-28.3	22.9*	-3.8	-35.6	-13.1	1.9	27.1	-1.5
> Cc1ccc2c(c1)N(S(=O)(=O)c1ccc(F)cc1)C(C(C)(C)C)CO2 (stereo not given)
  22.4	2.6	6.0	-0.7	20.5	37.4	-4.3	33.0	0.9

The list goes on.
Each structure is followed by: tim10-1 inh	NLRP3 yeast inh	NR3A LBD binder	UPR XBP1 act	tim23-1 inh	TIM10 inh	APJ ag	Mdm2 MdmX PPI	CHOP UPR activ
> CCN(CC)/C(N)=N/c1nc(C)cc(C)n1
  4.3	4.4	-0.4	-1.9	1.5	-13.5	-5.7	10.5	-1.2
> COc1ccc(NC(=O)CN(c2ccccc2)S(=O)(=O)N(C)C)cc1Cl
  11.9	10.5	-0.3	1.5	4.5	10.4	-3.8	-20.8	-0.3
> O=C(COC(=O)CNC(=O)c1ccco1)NCc1ccc(F)cc1
  11.1	4.9	1.4	-0.6	3.3	-17.2	-0.4	29.3	2.9
> O=C(NCCOC12CC3CC(CC(C3)C1)C2)c1cccc(Br)c1
  42.5*	30.0	-1.9	-0.2	52.9*	44.2*	-2.5	-11.9	1.6
> Cc1ccc2c(c1)C1CN(C)CCC1N2S(=O)(=O)c1cccc(C(F)(F)F)c1 (stereo not given)
  6.3	23.9	0.4	-1.6	0.5	14.5	-1.6	37.9	-1.6
> O=C(NCc1ccc(F)cc1)C1CCCN(S(=O)(=O)c2cccc3nonc23)C1 (stereo not given)
  -1.2	4.5	-0.8	-3.0	-16.0	4.5	-3.7	3.9	0.7
> COc1ccc(C)cc1S(=O)(=O)N1CCN(S(=O)(=O)c2cc(C(=O)O)ccc2C)CC1
  1.7	18.8	0.7	-1.3	0.4	7.9	-0.3	10.8	-1.6
> C=CCn1c(SCC(=O)Nc2cccnc2Cl)nnc1-c1ccccc1F
  -4.9	7.8	-0.1	1.4	6.6	-1.2	-2.0	11.1	1.2
> Cc1ccc(-c2ccc(CCC(=O)O)n2CC(=O)O)cc1
  1.1	-2.6	-2.8	-0.3	8.6	6.9	8.0	6.8	-0.7
> CCOC(=O)c1sc2ncn(C(CC)C(=O)OC)c(=O)c2c1C (stereo not given)
  -33.6	15.1	1.5	0.3	-6.5	-46.8	-2.4	14.2	-0.3
> COc1ccc(OC)c(NC(=O)COC(=O)/C=C/c2c(C)nn(C3CCS(=O)(=O)C3)c2Cl)c1 (stereo not given)
  0.1	11.9	1.8	-2.4	12.3	-1.7	3.9	3.3	-0.9
> O=C(N1CCCC1)n1c(Cc2ccccc2)nc2ccccc21
  20.5	-5.0	0.8	1.5	15.2	16.4	1.4	4.4	-0.4
> COc1cc(Cl)ccc1NC(=S)N(CCCN1CCOCC1)Cc1cn(C)c2ccccc12
  17.5	22.4	-4.3	-2.3	6.0	20.2	1.4	55.2*	0.7
> C=CCn1c(SCC(=O)Nc2ccc3c(c2)OCO3)nnc1-c1ccccc1O
  -7.4	17.2	0.4	0.4	-15.2	-38.3	0.3	0.7	7.3
> CC1(c2ccc3noc(-c4ccc(Cl)cc4)c3c2)OCCO1
  9.9	-27.8	-9.6	-1.7	13.7	19.0	2.6	10.7	0.8

Compound profiles, as listed above. Order of values: tim10-1 inh, NLRP3 yeast inh, NR3A LBD binder, UPR XBP1 act, tim23-1 inh, TIM10 inh, APJ ag, Mdm2 MdmX PPI, CHOP UPR activ
Record of `O=C(NCc1ccc(F)cc1)C1CCCN(S(=O)(=O)c2cccc3nonc23)C1` (stereo not given) = -1.2, 4.5, -0.8, -3.0, -16.0, 4.5, -3.7, 3.9, 0.7
Record of `O=C(NCCOC12CC3CC(CC(C3)C1)C2)c1cccc(Br)c1` = 42.5*, 30.0, -1.9, -0.2, 52.9*, 44.2*, -2.5, -11.9, 1.6
Record of `Cc1ccc2c(c1)C1CN(C)CCC1N2S(=O)(=O)c1cccc(C(F)(F)F)c1` (stereo not given) = 6.3, 23.9, 0.4, -1.6, 0.5, 14.5, -1.6, 37.9, -1.6

The results go on.
Each structure is followed by: tim10-1 inh	NLRP3 yeast inh	NR3A LBD binder	UPR XBP1 act	tim23-1 inh	TIM10 inh	APJ ag	Mdm2 MdmX PPI	CHOP UPR activ
> CCc1cc2c(NCC(=O)O)ncnc2s1
  6.8	1.2	2.8	-3.2	8.0	7.9	-6.1	11.1	-1.1
> COCCn1c(SCC(=O)Nc2cccc(S(N)(=O)=O)c2)nc2ccccc21
  -5.2	3.0	8.9	0.0	-12.8	1.3	0.2	-27.6	-0.1
> COc1ccc(C(=O)OC(C(=O)c2ccccc2)c2ccccc2)cc1 (stereo not given)
  20.2	-9.7	8.4	-1.9	6.1	13.3	-3.3	2.4	-1.8
> COc1ccccc1-n1c(SCC(=O)Nc2cccc(C)c2)nc2c(c1=O)SCC2
  24.7	12.8	1.4	-5.0	11.9	8.2	-0.6	19.2	0.1
> CC(=O)N(CCN(C(C)=O)c1ccccc1)c1ccccc1
  9.5	20.8	0.5	0.3	17.3	0.0	9.9	-53.3	0.1
> CS(=O)(=O)N1CCCC(C(=O)c2cccc(Cl)c2)C1 (stereo not given)
  3.3	5.8	-0.3	0.8	8.4	19.8	-2.7	5.9	0.1
> COc1cccc(/C=N\NS(=O)(=O)c2ccccc2)c1OC
  8.0	21.8	1.7	-2.7	24.0	3.4	2.6	32.0	1.2
> COCCCNc1nc(N)c([N+](=O)[O-])c(Nc2ccccc2OC)n1
  31.6	20.4	-0.6	1.4	33.5	34.3	-1.9	61.1*	3.3
> COCC(C)n1c(C)cc(C(=O)CN2c3cccc4cccc(c34)S2(=O)=O)c1C (stereo not given)
  21.5	10.0	-0.4	-1.5	38.0	11.5	0.1	11.7	1.5
> O=C(Nc1ccc(F)cc1)c1cccc(N2C(=O)C3C4C=CC(C5CC45)C3C2=O)c1 (stereo not given)
  21.6	12.0	-0.8	-4.8	25.9	7.4	7.3	17.1	0.6
> COCCNC(=O)c1cccc(OC2CCN(C(C)COc3ccccc3)CC2)c1 (stereo not given)
  -3.0	27.2	-2.2	-3.9	0.7	-6.9	-2.6	22.0	-1.6
> CC(C)n1ncc2c(C(=O)NCC(=O)Nc3ccccc3Br)cc(C3CC3)nc21
  42.1*	21.5	-6.0	-2.4	52.8*	7.8	-2.1	8.1	3.1
> COc1ccc(C(=O)NC(=S)Nc2ccc(CN3CCOCC3)cc2)cc1Br
  31.0	32.3	-8.4	-4.6	23.8	7.5	0.6	4.5	-0.2
> O=S(=O)(/N=C/c1c(O)ccc2ccccc12)c1cccs1
  19.1	-7.4	.	-3.3	48.8	14.3	-0.2	24.7	-2.5
> C=CCn1c(SCC(=O)Nc2ccc3c(c2)CCC3)nnc1-c1cccs1
  33.4	23.7	-2.3	-2.4	0.4	-19.3	-5.2	5.6	-0.6

(listing goes on)
Each structure is followed by: tim10-1 inh	NLRP3 yeast inh	NR3A LBD binder	UPR XBP1 act	tim23-1 inh	TIM10 inh	APJ ag	Mdm2 MdmX PPI	CHOP UPR activ
> O=C(Nc1cccc(C(=O)Nc2ccc(Br)cc2)c1)c1ccccc1
  7.5	21.2	27.3*	1.7	16.2	-0.3	1.6	-22.1	6.2
> O=C(CN1CCN(c2ccccc2Cl)CC1)NC1CCCc2ccccc21 (stereo not given)
  22.4	16.4	4.1	0.0	25.2	3.6	0.3	5.7	3.4
> CCOc1ccc(NC(=O)CN(c2ccc(OC)c(OC)c2)S(=O)(=O)c2ccc(C)cc2)cc1
  10.1	9.7	5.0	-5.2	5.4	3.9	1.0	29.2	1.1
> CSCCC(NS(=O)(=O)c1ccc2c(c1)oc(=O)n2C)C(=O)NCc1ccc(C)cc1 (stereo not given)
  6.7	8.3	-0.4	-0.5	-13.8	-11.7	-4.7	12.5	1.1
> CCN(CC)S(=O)(=O)c1ccc(OC)c(NS(=O)(=O)Cc2ccccc2)c1
  18.1	8.7	5.2	-3.8	9.4	-8.5	-0.6	-3.0	1.4
> Cc1cc(NC(=O)CSc2nc3c(sc4ccccc43)c(=O)n2CCc2ccccc2)n[nH]1
  16.2	6.7	27.2*	-2.1	-13.2	-24.3	-1.1	62.1*	5.1
> CCn1cc(CNC(=O)CCSc2nc(-c3ccco3)cc(C(F)(F)F)n2)cn1
  7.2	-2.4	-0.3	-0.7	17.8	10.0	-3.1	7.0	0.3
> O=C(CN1C(=O)CCSc2ccc(S(=O)(=O)N3CCOCC3)cc21)Nc1ccccc1Cl
  19.4	2.3	-0.1	-2.8	11.2	1.4	8.7	-22.5	1.1
